# Bioassay records from PubChem BioAssay.
# TRPV1 ag – HTS Assay for Compounds that Act as Agonists of the Vanilloid Receptor 1 | actives 0.19% (n = 320,000) | activation, % at 8.33 µM | TRPV1-expressing cells, Fluo-8 calcium influx, agonist mode; in the data active = activation above about 80%; inconclusive = between about 30% and that limit; note: 0% is about no effect
#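 Fluo-8 calcium influx in TRPV1-expressing cells, kinetic read (ex 480/em 520 nm). Compound added and read 3 min for agonist activity, followed by capsaicin at EC20 final and 2 min further read for enhancement.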
# Integrin act MD – qHTS for Activators of Integrin-Mediated Alleviation for Muscular Dystrophy; alpha7betagal myoblasts, beta-gal FDG fluorescence, 48 h; Potency, µM (top dose mostly 38.3 µM), inactives show at the top dose activation, hits mostly activators; actives 0.064% (n = 350,000); AID 624291, 2012;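 note: potency is the fitted concentration of half-maximal effect; 100% = response of the positive control SU9516; nearly all actives have a fitted effect of over 60% in size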
#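 alpha7betagal+/- myoblasts (passage 13, 250/well) treated 48 h at 37C with compounds at 1:260 dilution of DMSO stock. Lysed, then beta-galactosidase activity read as FDG fluorescence (ex 480/em 540) after 30 min, with pre-read for autofluorescence.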
# PTAP TSG101 blk – qHTS Assay for Iinhibitors of HIV-1 Budding by Blocking the Interaction of PTAP/TSG101; Tumor susceptibility gene 101 protein (Homo sapiens), Q99816; Fluorescence polarization, FITC-PTAP peptide / Tsg101 binding; Potency, µM (series often up to 115 µM), inactives show top-dose activity change, negative = inhibition, hits mostly inhibitors; 340,000 tested, under 10 active; active = well fitted inhibition curve with a large enough effect in the main read-out, with a control signal flat, not every such curve was filed as active; inconclusive = small, poorly fitted or top-dose-only effect, or effect the other way, or a change in a side signal; inactive = no such curve, though single readings can be large or run the other way; note: potency is the fitted concentration of half-maximal effect; % of control where 0% means no effect
# Target sequence (Q99816 whole entry, looked up): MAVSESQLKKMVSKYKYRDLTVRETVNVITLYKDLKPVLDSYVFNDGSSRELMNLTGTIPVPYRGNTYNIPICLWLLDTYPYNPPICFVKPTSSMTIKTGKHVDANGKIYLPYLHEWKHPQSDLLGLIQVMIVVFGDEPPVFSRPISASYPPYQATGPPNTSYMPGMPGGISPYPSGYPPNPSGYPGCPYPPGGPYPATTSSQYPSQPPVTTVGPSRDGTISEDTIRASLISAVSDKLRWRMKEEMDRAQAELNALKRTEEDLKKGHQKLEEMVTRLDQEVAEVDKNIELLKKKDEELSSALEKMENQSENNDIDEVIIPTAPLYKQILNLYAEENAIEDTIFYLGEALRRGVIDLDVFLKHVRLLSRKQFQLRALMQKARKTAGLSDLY
#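 Tsg101 binding domain (10 uM final) was mixed with compound and a FITC-labeled PTAP peptide (50 nM final) in HEPES pH 7.5 buffer with NaCl, Tween 20, EDTA and TCEP; fluorescence polarization was read after 20 min at r.t.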
# p53 reactivation – qHTS assay for re-activators of p53 using a Luc reporter; H1299 p53-A138V BP100-luciferase reporter, luminescence, 24 h; Potency, µM (top dose mostly 92.2 µM), for inactives: at the highest dose activity change, positive = activation, hits mostly activators; actives 0.063% (n = 320,000); AID 504706, 2011; note: potency is the fitted concentration of half-maximal effect; % of control where 0% means no effect; nearly all actives have a fitted effect of over 45% in size
#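 p53-null H1299 cells stably carrying temperature-sensitive p53-A138V and a BP100-luciferase reporter were pinned with compounds (4-point, 1:5 series) and held 24 hrs at 37 deg C. Luminescence was read 10 min after detection reagent.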
# USP2a inh – qHTS Assay for Inhibitors of Ubiquitin-specific Protease USP2a Using CHOP2 as the Reporter | Ubiquitin carboxyl-terminal hydrolase 2 (Homo sapiens), O75604 | USP2 core, Ub-CHOP2 coupled fluorogenic reporter, 485/531 | Potency, µM (doses to about 38.3 µM), for inactives: top-dose activity change, negative = inhibition, usual class: inhibitors | actives 0.01% (n = 330,000) | AID 463254, 2010;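 note: potency is the fitted concentration of half-maximal effect; plate controls were DMSO wells for no effect and full inhibition by NEM control for full effect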
#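 Deubiquitinase activity read as fluorescence (485/531 nm) after Ub-CHOP2 cleavage activates the enterokinase reporter on its substrate; USP2 core 10nM, Ub-CHOP2 and substrate 25nM each, 30min compound preincubation then 60min RT; data normalized to NEM, curves fitted.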
# uPA generation – qHTS for Inhibitors of Cell Surface uPA Generation. AID 540303, 2011. Potency, µM (doses to about 38.3 µM), inactives show top-dose activity change, negative = inhibition, usual class: inhibitors. actives 0.31% (n = 330,000). cell surface uPA generation assay, qHTS; active = well fitted inhibition curve with a large enough effect; inconclusive = small, poorly fitted or top-dose-only effect; inactive = no such curve, though single readings can be large or run the other way; tested in mouse RAW 264.7 cells; note: potency is the fitted concentration of half-maximal effect; % is set by controls: 0 for no effect and ±100 for the full control effect; nearly all actives have a fitted effect of over 55% in size
# Eya2 phos inh – qHTS Assay for Inhibitors of the Phosphatase Activity of Eya2 | Protein phosphatase EYA2 (Homo sapiens), O00167 | recombinant Eya2, OMFP fluorescence dephosphorylation (OMFP is methylfluorescein phosphate) | Potency, µM (doses to about 76.9 µM), inactives show at the highest dose activity, negative = inhibition, actives largely listed as inhibitors | actives 0.006% (n = 330,000); note: potency is the fitted concentration of half-maximal effect; % is set by controls: 0 for no effect and ±100 for the full control effect
#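 Eya2 (0.2 uM) preincubated 10 min at ambient with compound, then OMFP substrate added at 50 uM; 10 min reaction in 50 mM HEPES pH 7.5, 50 mM NaCl, 5 uM MgCl2, 0.05% BSA, 1 mM DTT. Fluorescence read at Ex 485/Em 525 nm.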
# ELG1 genotox – qHTS screen for small molecules that induce genotoxicity in human embryonic kidney (HEK293T) cells expressing luciferase-tagged ELG1; Potency, µM (titrated, usually from 46 µM), for the others: top-dose activity change, positive = activation, actives largely listed as activators; AID 504466, 2011; actives 1.3% (n = 330,000); HEK293T ELG1-luciferase reporter, luminescence, 16 h; note: potency is the fitted concentration of half-maximal effect; % of control where 0% means no effect; nearly all actives have a fitted effect of over 60% in size
#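 Luminescence read-out: rising ELG1-luciferase signal, reflecting elevated ELG1 protein under genetic stress, flags genotoxic compounds. Cells were treated for 16 hr at 37 °C before ONE-Glo detection.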
# BRCA1 expr act – qHTS Assay to Identify Small Molecule Activators of BRCA1 Expression | MCF7-BRCA1-FFLuc reporter, luminescence, 48 h; response scale: scaled: vehicle 0%, 10 µM genistein 100% | Potency, µM (top dose mostly 46.1 µM), for the others: at the highest dose activation, hits mostly activators | actives 1.1% (n = 380,000); note: potency is the fitted concentration of half-maximal effect; nearly all actives have a fitted effect of over 80% in size; some results filed as inactive show a strong effect at the top dose
#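 Quantitative HTS in MCF7 cells stably reporting BRCA1 expression via firefly luciferase. Compound treatment lasts 48 h at 37 °C in phenol-red free MEM. Activation is expressed relative to genistein at 10 microM and DMSO.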
# ASM inhibitor – Inhibitors of Secretory Acid Sphingomyelinase (S-ASM): qHTS. Sphingomyelin phosphodiesterase (Homo sapiens), P17405. placental ASM, HMU-PC fluorogenic substrate, 60 min. Potency, µM (highest dose often 57.5 µM), for inactives: at the top dose activity change, negative = inhibition, usual class: inhibitors. actives 0.006% (n = 340,000). AID 504937, 2011; note: potency is the fitted concentration of half-maximal effect
#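 HMU-PC0 cleavage (9 uM final) by human placental ASM, 60 min at 37 °C following 10 min compound exposure at RT; stopped at pH 10, fluorescence Ex 386/Em 447 nm.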
# B2AR arrestin – qHTS assay of beta-arrestin-biased ligands of beta2-adrenergic receptor | beta-arrestin recruitment to beta2AR, cell-based reporter | Potency, µM (top dose mostly 46.1 µM), for the others: at the top dose activation, most hits filed as activators | actives 0.02% (n = 330,000);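 note: potency is the fitted concentration of half-maximal effect; 0% = DMSO controls and full agonism = EC100 isoproterenol or metaproterenol; nearly all actives have a fitted effect of over 65% in size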
# Target sequence (P07550 whole entry, looked up): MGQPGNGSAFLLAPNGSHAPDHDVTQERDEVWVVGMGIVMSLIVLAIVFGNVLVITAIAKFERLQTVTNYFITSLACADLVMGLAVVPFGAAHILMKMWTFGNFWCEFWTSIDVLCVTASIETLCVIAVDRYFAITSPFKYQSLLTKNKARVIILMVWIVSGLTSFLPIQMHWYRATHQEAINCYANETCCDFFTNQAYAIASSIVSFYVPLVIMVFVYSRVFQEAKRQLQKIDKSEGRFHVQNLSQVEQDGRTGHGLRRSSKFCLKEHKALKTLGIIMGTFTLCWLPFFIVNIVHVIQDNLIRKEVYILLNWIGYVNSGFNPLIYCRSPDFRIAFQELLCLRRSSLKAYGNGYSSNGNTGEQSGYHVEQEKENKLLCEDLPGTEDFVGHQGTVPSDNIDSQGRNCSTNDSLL
# * marks the source's active call; other numbers are inactive results; i = inactive; u = inconclusive; x = not tested or not shown; [ ] = another dose, or the depositor's remark. Unless noted, calls come from the whole dose curve; as a rule, active = well fitted curve in the direction sought with a large enough effect; inconclusive = small, poorly fitted or top-dose-only effect, or another doubt; inactive = no such curve, though single readings can be large; an effect the other way counts as inactive or inconclusive.
# Order of values: TRPV1 ag	Integrin act MD	PTAP TSG101 blk	p53 reactivation	USP2a inh	uPA generation	Eya2 phos inh	ELG1 genotox	BRCA1 expr act	ASM inhibitor	B2AR arrestin
(1) Oc1ccc(C=NNc2ccccn2)c(O)c1
 : x	-3.2%	-0.5%	x	x	-10.8%	x	x	-72.1%	3.7%	x
(2) C=CCN(CC=C)CCOc1ccc(C)cc1[N+](=O)[O-]
 : 6.4	-15.0%	-6.1%	0.9%	-0.1%	4.9%	1.6%	6.0%	73.8%	0.8%	0.2%
(3) COc1cc(SC)ccc1C(=O)Nc1c(C)cccc1C
 : -1.1	-54.1%[inhibitor]	-1.0%	-2.3%	2.9%	1.5%	4.6%	1.0%	6.2%	0.6%	-0.7%
(4) CNC(=S)NNC(=O)c1cc(C(C)(C)C)nn1Cc1ccc(F)cc1
 : -0.4	u	4.2%	-6.2%	8.6%	1.6%	-1.7%	0.0%	-11.5%	5.3%	0.2%
(5) COc1ccc(OC)c(-c2c3cc(O)c(=O)cc-3oc3cc(O)c(O)cc23)c1
 : 13.8	i	u	1.0%	u	-1.3%	u	3.2%	-84.7%[inhibitor]	-17.9%	3.8%
(6) Cc1cccc(-n2c(N)c(C(=O)N3CCN(C)CC3)sc2=S)c1
 : 1.4	-18.4%	-1.4%	4.6%	3.3%	-0.3%	-0.8%	0.7%	-1.6%	-0.7%	0.0%
(7) CCN1CCN(C(CNS(=O)(=O)c2ccc(C)cc2)c2ccccc2)CC1 (centres undefined)
 : 4.9	2.9%	-2.1%	x	-1.0%	2.3%	-6.1%	5.6%	-23.4%	5.2%	0.3%
(8) Cc1ccc(C(=O)OCc2cn3ccccc3n2)cc1
 : u	20.6%	-1.8%	22.2%	-1.9%	2.5%	-21.0%	u	14.6%	-2.2%	-0.1%
(9) Cc1cccc(NC(=O)N2CCC(c3nc4ccccc4o3)CC2)c1
 : u	-13.5%	x	-15.6%	2.2%	2.4%	1.5%	-11.2%	1.4%	-3.4%	-0.4%
(10) COc1cccc(CN2CCN(C(=O)c3ccco3)CC2)c1
 : -0.9	1.4%	1.4%	x	-0.6%	2.8%	10.3%	-4.4%	1.6%	7.0%	-0.1%
(11) Cc1ccccc1NCC(=O)N/N=C/C(Br)=C/c1ccccc1
 : -2.4	-30.3%[inhibitor]	-4.1%	13.7%	8.9%	u	4.0%	9.9%	-56.1%	-7.6%	-1.0%
(12) O=C(c1c[nH]c2ccc(S(=O)(=O)N3CCOCC3)cc2c1=O)N1CCCC1
 : 0.1	10.3%	-2.1%	-12.2%	2.2%	10.0%	17.6%	0.3%	-28.3%	42.6%[activator]	-1.0%
(13) Cc1c(Cl)cccc1N/C(SCC(=O)N1CCCCCC1)=C(/C#N)c1nc2ccccc2s1
 : 7.7	-61.5%[inhibitor]	-2.9%	-21.6%	2.3%	u	1.9%	-3.1%	-89.1%[inhibitor]	-15.9%	-0.1%
(14) CCC(C)Sc1nc2ccccc2n1CC(=O)O (centres undefined)
 : 1.9	9.2%	4.4%	-5.2%	-0.1%	x	22.3%	-0.5%	4.1%	0.7%	-0.2%
(15) Cc1ccc(-n2c(-c3ccc(Cl)cc3)n[nH]c2=S)cc1
 : 6.1	7.3%	-7.3%	x	-1.1%	-1.8%	4.4%	0.2%	1.6%	-7.0%	-0.9%
(16) COC(=O)CSc1[nH]c2ccc(Br)cc2c1[N+](=O)[O-]
 : 0.1	38.0%	-7.2%	-1.6%	13.6%	1.1%	10.0%	-5.3%	3.3%	8.0%	3.4%
(17) O=C(NN1CCOCC1)c1cc(-c2cccc(Cl)c2)nc2ccccc12
 : -4.0	6.5%[7.66 µM]	-0.1%	-2.4%	1.6%	x	-1.3%	-0.4%	2.4%	-2.2%	-0.2%
(18) COc1ccccc1C(=O)NC(CCSC)C(=O)NCC(c1ccccc1OC)N1CCCC1 (centres undefined)
 : 3.3	2.4%	1.4%	-2.9%	-4.0%	0.9%	4.5%	-2.6%	0.5%	x	-0.5%
(19) COc1ccc(Cl)cc1C(=O)NNC(=O)c1cccs1
 : x	20.6%	-1.2%	u	1.6%	-2.8%	3.2%	u	33.6%	0.1%	0.1%
(20) CCOC(=O)N1CCN(c2nc3c(C)cccn3c(=O)c2C=O)CC1
 : -1.2	5.6%	-2.8%	-6.2%	3.1%	-1.8%	-2.6%	-0.2%	0.0%	18.0%	-1.2%
(21) CC(C)C(NC(=O)c1ccccc1F)C(=O)NCCc1ccccn1 (centres undefined)
 : -0.5	-21.1%	-11.3%	2.2%	0.9%	0.5%	21.2%	0.1%	1.1%	4.1%	0.1%
(22) Cc1ccccc1-n1ncc2c1CC(C)(C)CC2NC(=O)CN1CCCC1=O (centres undefined)
 : 0.7	-12.7%	-5.2%	7.9%	1.9%	7.6%	4.6%	-0.9%	-7.9%	3.2%	0.1%
(23) Cc1ccc(C)c(NC(=O)CCC(=O)NNS(=O)(=O)c2ccc(Cl)cc2)c1
 : 1.0	-6.5%	0.7%	11.5%	2.0%	4.2%	2.7%	-1.8%	-9.4%	2.9%	-0.1%
(24) COc1c(C)cc(C(=O)C2CCCN(C(=O)C3=C(C)OCCO3)C2)cc1C (centres undefined)
 : -0.9	-21.7%	-8.5%	-1.4%	-3.9%	13.1%	-22.8%	-7.1%	-20.0%	1.5%	-0.8%
(25) COc1ccc(NC2CCCN(C(=O)c3c(C)noc3C)C2)cc1 (centres undefined)
 : 0.6	-2.7%	-0.1%	-2.2%	1.8%	5.7%	9.5%	6.8%	-1.4%	-0.1%	-0.1%
(26) Cc1cccnc1NC(=O)CN1C(=O)COc2ccc(Cl)cc21
 : -5.0	-12.8%	-1.7%	x	-0.7%	-17.8%	-4.8%	2.4%	17.3%	6.3%	-0.3%
(27) CCOC(=O)Cc1c(C)nc2cc(-c3ccc(C)cc3)[nH]n2c1=O
 : 1.8	-9.5%	-1.3%	u	2.8%	-0.4%	-1.3%	u	0.0%	-2.3%	0.0%
(28) Cc1cc(C(C)(C)C)oc1C(=O)N(CC(=O)NC1CCCC1)Cc1ccc(Cl)cc1
 : u	12.7%	-6.8%	-1.2%	1.0%	-1.6%	13.0%	-11.7%	-50.3%	-2.0%	0.4%
(29) Cc1cc(N)n(-c2ncnc3scc(-c4ccc(Cl)cc4)c23)n1
 : 10.6	8.0%	-4.8%	-17.5%	0.9%	0.4%	0.2%	-8.0%	-1.3%	-0.9%	0.3%
(30) NCCc1nnc(SCc2ccccc2F)o1
 : -1.3	10.4%[7.66 µM]	-3.6%	-0.3%	3.7%	-3.8%	-4.7%	0.9%	1.8%	0.6%	u

# (listing goes on)
# Order of values: TRPV1 ag	Integrin act MD	PTAP TSG101 blk	p53 reactivation	USP2a inh	uPA generation	Eya2 phos inh	ELG1 genotox	BRCA1 expr act	ASM inhibitor	B2AR arrestin
(31) CCOC(=O)C(=CNc1cc(C)ccc1-n1cccc1)C(=O)OCC
 : -0.8	-37.9%	-2.5%	2.6%	-5.6%	11.4%	-1.9%	-11.3%	-9.1%	0.8%	-0.2%
(32) O=C1C=CC2C(c3ccc4c(c3)OCO4)CC1N2Cc1ccccc1 (centres undefined)
 : 0.7	-43.3%	0.9%	4.6%	-0.2%	2.2%	1.2%	6.6%	-52.9%	1.1%	-3.5%
(33) Cc1cc2ccccc2c(=O)n1CC(=O)NCC(=O)N1CCCC(C)C1 (centres undefined)
 : -6.1	15.7%	-6.3%	-5.3%	1.3%	0.5%	-9.4%	2.0%	6.7%	-0.2%	0.1%
(34) Cc1ccc(S(=O)(=O)NCC(=O)OCC(=O)Nc2ccc(C)c(S(=O)(=O)N3CCOCC3)c2)cc1
 : x	7.4%	1.2%	1.3%	0.4%	6.8%	2.5%	3.7%	-4.2%	-0.6%	-0.7%
(35) COc1ccc(NC(=O)CO/N=C2/CCCc3nonc32)c(OC)c1
 : 9.2	-0.3%	-10.6%	-1.1%	0.2%	-8.1%	-1.6%	-14.6%	-0.3%	2.2%	-0.3%
(36) CN(Cc1cnn(C)c1)S(=O)(=O)c1cccc([N+](=O)[O-])c1
 : -0.1	-0.8%	0.3%	9.5%	2.8%	-2.2%	2.0%	0.6%	-33.2%	4.6%	0.0%
